Bioassay records deposited in PubChem by several laboratories.
OPRM1-OPRD1 inv: inverse agonist of human OPRM1-OPRD1 heterodimerization; AID 504357; P35372+P41143; 340,000 compounds, 0.21% hits; cell-based MOR-DOR heterodimer luminescence, inverse agonism; inhibition, % at 9.3 µM; in the data active means inhibition above about 22%, passing the limit was not always enough;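 further: 0% = cells with DMSO and 100% = wells without cells with DMSO; values of inactives mirror those of a sister screen read the other way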
Target sequence (P35372 whole entry, looked up): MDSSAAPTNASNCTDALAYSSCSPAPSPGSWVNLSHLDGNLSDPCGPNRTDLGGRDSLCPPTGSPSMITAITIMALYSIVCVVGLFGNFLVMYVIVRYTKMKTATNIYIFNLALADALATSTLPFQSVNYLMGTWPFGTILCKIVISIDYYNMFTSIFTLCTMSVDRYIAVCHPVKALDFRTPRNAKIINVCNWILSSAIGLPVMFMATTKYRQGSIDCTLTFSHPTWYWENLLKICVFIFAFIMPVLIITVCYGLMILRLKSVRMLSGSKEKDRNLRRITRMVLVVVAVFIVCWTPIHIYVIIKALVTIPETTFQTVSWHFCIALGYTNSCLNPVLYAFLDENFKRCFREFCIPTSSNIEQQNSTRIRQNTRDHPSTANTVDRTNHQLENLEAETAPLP
Target sequence (P41143 whole entry, looked up): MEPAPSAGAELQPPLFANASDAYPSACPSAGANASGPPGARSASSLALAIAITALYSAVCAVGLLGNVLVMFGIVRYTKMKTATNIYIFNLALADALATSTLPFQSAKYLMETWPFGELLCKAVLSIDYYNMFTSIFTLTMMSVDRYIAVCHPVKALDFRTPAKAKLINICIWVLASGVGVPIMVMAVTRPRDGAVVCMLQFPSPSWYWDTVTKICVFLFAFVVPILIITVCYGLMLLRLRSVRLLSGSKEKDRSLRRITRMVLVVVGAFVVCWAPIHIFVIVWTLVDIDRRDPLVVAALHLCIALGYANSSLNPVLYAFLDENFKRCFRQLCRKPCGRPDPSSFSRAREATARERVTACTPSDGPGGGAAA
Tat transport: E. coli Tat transport inhibition. E. coli MC4100 TorA-mCherry Tat export, fluorescence. inhibition, % at 10 µM. 340,000 compounds, 0.036% hits;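 active means mean replicate inhibition at least 50% and at least half of replicates individually reaching 50%; inconclusive means only one of the two criteria met; inactive means neither criterion met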;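 further: exported cargo escapes ClpAP degradation while cytoplasmic cargo is degraded and loses fluorescence; 0% = median of neutral control wells and 100% = median of NaSCN control wells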
phage Ecoli inh: E. coli growth loss with phage present; growth absorbance; AID 651602; inhibition, % at 11.9 µM; 360,000 compounds, 0.26% hits; in the data active means inhibition above about 11%
PfHsp90 set2: growth inhibition of yeast expressing Plasmodium Hsp90; inhibition, % at 9.4 µM; S. cerevisiae expressing PfHsp90, BacTiter-Glo ATP, 48 h; yeast lacking PDR1 and PDR3 efflux regulators; 310,000 compounds, 0.32% hits;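 active means every replicate shows inhibition above about 80%, whatever the replicate mean, limit read from the data; inconclusive means mean inhibition reaches the set limit but some replicate falls short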;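 further: 0% = DMSO neutral controls and 100% = 20 µM radicicol positive controls; yeast relying on Plasmodium falciparum Hsp90 in place of its own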
Arrestin-AP2 inh: human beta-arrestin and AP2 interaction inhibition; AID 504490; inhibition, % at 10 µM; 340,000 compounds, 0.31% hits; FITC-arrestin peptide / GST-AP2 beads, flow cytometry; AP2 beta2 appendage carries R879A mutation;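 active means inhibition above a set limit, near 3 SD of compounds lacking own fluorescence, cut at about 54% in these data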;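 further: plate controls were DMSO wells for no effect and 5 µM unlabelled arrestin peptide for full effect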
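System: GST-AP2 R879A glutathione beads. Medium: PBS with 0.05% Tween 20 and 0.1% BSA. Also added: FITC-arrestin peptide, 50 nM. Incubation: 12 min plus 1 h, RT. Measured by: high-throughput flow cytometry of beads, ex 488, em 535 nm. Evaluation: percent drop in bead-associated FITC signal.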
E coli growth: bacterial growth inhibition, counter-screen for AddAB inhibitors. E. coli V3065 growth, OD600 absorbance, 18 h. inhibition, % at 11.9 µM. 330,000 compounds, 0.27% hits;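 active means inhibition above the campaign's mean inhibition across all tested compounds plus 3 SD, cut at about 9.9% in these data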;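 further: uninfected addAB+ strain grown without phage in ampicillin broth; 0% = DMSO wells and 100% = ciprofloxacin 0.95 µg/ml wells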
PKA-R1A activ: activators of PKA-R1A complex. activation, % at 11.4 µM. 340,000 compounds, 0.083% hits. P00514+P68181. PKA-R1A dissociation, Cy5-IP20 fluorescence polarization; scaled: DMSO 0%, 113 µM cGMP 100%;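 active means percent activation above the mean of all tested compounds plus 3 SD, cut at about 19% in these data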;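 further: higher means more PKAc released from R1A so a rise in polarization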
Pemphigus Ab inh: human desmoglein-3 autoantibody binding inhibition. P32926. DSG3-coupled beads, scFv-anti-DSG3-GFP binding, flow cytometry; hits give low values. binding (percent of control), % at 10 µM. 310,000 compounds, 0.48% hits;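 active means binding more than 3 SD below its plate's average and above zero; inconclusive means below that plate limit but binding exactly zero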;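 further: hits lower antibody fragment binding to DSG3; some compounds called inactive have numbers as strong as hits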
AddAB inh: less growth of phage-infected E. coli with AddAB; 330,000 compounds, 0.29% hits; inhibition, % at 11.9 µM; AID 435030; E. coli expressing H. pylori AddAB, absorbance growth; in the data active means inhibition above about 12%;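 further: 0% = vehicle wells of infected cells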
SUMO Mot1 rescue: blocks SUMOylation pathway, rescuing yeast Mot1-301 growth; 320,000 compounds, 1% hits; growth rescue, % at 18.8 µM; S. cerevisiae Mot1-301 growth rescue, ATP luminescence, 38.5C; percent above DMSO median, 100 means doubled;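 active means every valid replicate shows activation above 250% relative to neutral control wells; inactive means the rest, any valid replicate at or below 250%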;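 further: OY570 slx delta 5 strain wells were the positive control but not used for scaling; some compounds called inactive have numbers as strong as hits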
MOR-DOR ag: OPRM1-OPRD1 heterodimerization agonism; P35372+P41143; 340,000 compounds, 0.3% hits; activation, % at 9.3 µM; cells, luminescence; in the data active means activation above about 18%;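 further: 0% = vehicle-treated cells and 100% = reference agonist; values of inactives mirror those of a sister screen read the other way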
Numbers without * were called inactive; ? = inconclusive; . = no result given; & = joins results of further samples.

smiles	OPRM1-OPRD1 inv	Tat transport	phage Ecoli inh	PfHsp90 set2	Arrestin-AP2 inh	E coli growth	PKA-R1A activ	Pemphigus Ab inh	AddAB inh	SUMO Mot1 rescue	MOR-DOR ag
C=CCNC(=O)CSc1nnc(-c2ccncc2)n1CCc1ccccc1	-27	-1	0.6	3	13	-3.2	-2	97	1.0	-26	4.6
C=CCNC(=O)c1ccccc1Cl	6	-6	2.3	.	32	2.0	10	96	-0.6	7	-1.1
O=C(CSc1n[nH]c(-c2ccncc2)n1)NCCc1ccccc1	2	3	3.8	-15	0	-0.2	-8	108	1.6	23	-0.5
CS(=O)(=O)N1CCC(C(=O)NCc2ccc(F)cc2)CC1	15	-7	2.5	28	0	0.8	-13	96	-0.2	9	-2.9
O=c1c(-c2c(O)cc(O)c3c(=O)cc(-c4ccc(O)cc4)oc23)c(-c2ccc(O)cc2)oc2cc(O)cc(O)c12	18	7	6.0	-31	-2	5.0	-18	.	7.4	-25	-3.5
S=C1N(c2ccccc2)C(c2ccccc2)N2CCCN12 (stereo unspecified)	8	-1	4.2	12	4	1.5	-8	103	3.3	.	-1.4
Cc1csc(NC(=O)CNC(=O)OCc2ccccc2)n1	-2	1	1.8	18	3	1.6	1	103	1.9	5	0.4
O=C(COc1ncnc2sccc12)Nc1ccc2c(c1)OCCO2	2	-3	1.2	21	-1	-0.9	5	.	-0.6	-24	-0.4
C#CCOCCOCCOCCNc1nc(N2CCN(C(=O)CCCCCCCCCCNC(=O)[C@@H](CCSC)n3cc(CCO)nn3)CC2)nc(N2CCN(C(=O)CCCCCCCCCCNC(=O)[C@H](CCCN=C(N)N)n3cc(C[C@@H](C)CC)nn3)CC2)n1	-43	17	.	0	-2	2.8	-1	133	0.0	-8	7.9
CC(C)OC(=O)c1cc2c(ccn2C)n1CC(=O)N1CCC(Cc2ccccc2)CC1	-34	1	-0.2	-18	22	-0.6	-8	100	2.6	-3	6.5
CCN(CC)S(=O)(=O)c1cc(C(=O)OCC(=O)Nc2cccc(C)c2C)ccc1F	-9	-13	-0.7	16	0	1.0	4	99	-0.3	13	1.8
Cc1ccc(S(=O)(=O)N(C)CC(=O)O/N=C(\N)c2cccc(Br)c2)cc1	4	-2	-0.6	-18	13	0.6	-17	111	2.1	6	-1.1
COc1cccc(OC)c1C(=O)Nc1cccc(-n2cnnn2)c1	8	28	2.2	29	-10	0.4	-14	103	0.6	-5	-1.6
CC(C)C(NC(=O)c1ccccc1F)C(=O)NCc1ccccc1 (stereo unspecified)	14	-3	2.6	-12	30	1.4	0	.	2.5	-8	-2.7
COc1ccc(/C=N/N2CCN(C)CC2)cc1OC	8	-9	1.8	14	-1	0.7	-3	102	3.4	1	-1.8
Cc1ccc(O)c(NC(=O)c2cc(-c3cccs3)on2)c1	-28	-3	-2.1	26	3	-3.3	5	.	1.0	2	4.4
NS(=O)(=O)c1ccc(NC(=O)C2(c3ccccc3)CCCC2)cc1	15	-2	3.0	21	8	-1.4	-3	101	0.9	-12	-2.6
COc1ccc(C(C(=O)NC2CCCC2)N(CCN2CCOCC2)C(=O)c2ccc(OC)c(OC)c2)cc1 (stereo unspecified)	5	1	-0.1	-16	0	-1.1	-3	91	1.8	-1	-0.9
COc1cc(OC)cc(C(=O)NC2CC(C)(C)NC(C)(C)C2)c1	9	?	0.9	11	0	2.5	-4	112	3.9	0	-1.8
COc1ccc(OC)c(NC(=O)c2ccccc2N(Cc2ccccc2)S(C)(=O)=O)c1	19	4	3.8	-1	2	2.2	6	95	3.1	69	-3.7
COc1ccc(C(=O)N2c3cc4c(cc3C(C)=CC2(C)C)OCO4)cc1	-12	14&2	2.2	-18	4	.	-6	97	.	6	2.7
CCCCc1nc(C(N)=O)c2[nH]c(=O)n(-c3ccc(OCC)cc3)c2n1	-29	1	.	0	-7	-1.7	1	100	-0.9	-38	5.5
CN1CCN(CC(=O)Nc2cc(S(=O)(=O)N3CCOCC3)ccc2Cl)CC1	10	-12	0.8	.	0	0.9	-11	103	1.7	-13	-2.0
COc1ccccc1C(=O)NCCC(=O)NCC(c1ccccc1OC)N1CCCC1 (stereo unspecified)	6	-24	3.1	.	-6	0.2	-3	101	0.2	-11	-0.9
CC1CN(c2nc3ccccn3c(=O)c2/C=C(\C#N)S(=O)(=O)c2ccccc2)CC(C)O1 (stereo unspecified)	9	-2	1.8	4	-3	-0.5	-5	97	1.1	-4	-1.6
CC1(C)C(N(O)C(=O)Nc2ccc(Cl)cc2)N(c2ccc(Cl)cc2)C(=O)N1CC(=O)NN (stereo unspecified)	-8	-4	3.0	23	16	-3.4	1	97	-1.6	-4	1.4
CCc1cc(CNC(=O)C2CCC(=O)N(Cc3cccc(F)c3)C2)on1 (stereo unspecified)	21	1	1.7	-6	-2	0.1	-3	100	5.0	-10	-3.9
COc1ccccc1CNC(=O)c1csc(Cc2ccc(Cl)cc2)n1	-13	7	-1.4	-50	4	2.4	5	111	0.8	1	3.1
O=C(OCC(=O)N1CCCC1)c1cc(Cl)ccc1[N+](=O)[O-]	-3	-11	0.6	4	8	-1.6	0	109	-0.5	-5	0.5
Cc1ccc(C)c(S(=O)(=O)N2CCN(Cc3cc4c(cc3O)OCO4)CC2)c1	-15	-4	-0.5	-4	10	-1.6	-7	97	0.1	6	3.6
Cc1ccc(C(c2nnnn2CC2CCCO2)N2CCN(Cc3ccccc3)CC2)cc1 (stereo unspecified)	13	-8	3.2	-4	11	-3.7	4	98	2.2	-22	-2.4
O=C(/C=C/c1ccco1)Nc1ccccc1C(=O)Nc1cccc(C(=O)O)c1	7	-4	-2.0	4	-25	-2.0	-15	101	-1.2	1	-1.5
C=C(C)COc1ccc(-c2ncncc2-c2ccc(Br)cc2)c(O)c1	1	8	1.4	-9	34	-0.6	9	112	-2.4	0	-0.2
O=C(Nc1cccc(-c2csc(Nc3ccc(Cl)cc3)n2)c1)c1cc([N+](=O)[O-])cc(C(F)(F)F)c1	-13	-1	1.5	12	1	1.1	-2	97	-1.1	5	2.7
Cc1c(C(=O)NCCSCc2c(F)cccc2Cl)cnn1-c1ccc(F)cc1	-3	-18	2.3	-35	-10	-1.2	0	.	5.9	13	0.7
CN=C(Nc1ccc(C(=O)OC)s1)c1ccc(Cl)cc1	3	-4	2.6	2	-5	-2.2	-8	103	-0.9	-10	-0.6
CCCC(=O)C1=C(O)C(C(=O)OC)C(C)(C)CC1=NC(C)(C)C (stereo unspecified)	-6	-2	1.2	-19	-7	0.3	-15	117	1.4	-8	1.1
COc1ccc(CC(NC(C)=O)C(=O)NC2CCN(C(=O)Nc3ccc(C#N)cc3)CC2)cc1OC (stereo unspecified)	1	-6	5.6	.	-2	2.8	2	102	2.4	46	-0.1
O=S(=O)(c1ccc(Cl)s1)N1CCCCC1	5	-6	5.4	-31	-4	-2.2	-13	103	0.8	150	-1.0
CC(=O)Nc1ccccc1O	0	-4	4.0	-1	7	-0.1	-8	97	-2.4	-7	0.1
CCCCC(CC)C(=O)Nc1ccccc1C#N (stereo unspecified)	16	-11	0.7	.	0	-1.1	6	104	0.0	7	-3.0
Cc1cc(NC(=O)/C=C/C(=O)N(CC(=O)NC2CCCC2)c2cccc3ccccc23)no1	3	-8	-0.7	16	-25	0.9	-5	96	0.2	17	-0.6
CCOC(=O)CNC(=O)CCNS(=O)(=O)c1ccc2c(c1)c(=O)n(C)c(=O)n2C	8	0	3.8	3	11	0.0	5	105	-0.2	3	-1.4
Cc1ccc(C(=O)c2ccc(N3CCOCC3)c(F)c2)cc1	-8	-2	2.7	0	-5	1.9	-3	101	1.0	.	1.6
CC(=O)c1cccc(NC(=O)N2CCc3ccccc3C2)c1	11	-3	3.2	2	3	3.5	-8	104	2.0	88	-2.0
Cc1cc(/C=N/NC(=O)c2ccc(CN3CCOCC3)cc2)c(C)n1-c1ccccc1	-4	-4	2.5	-8	-3	-1.3	1	106	-0.3	6	0.7
Cc1ccccc1NC(=O)c1cc(S(=O)(=O)N2CCOCC2)cs1	5	2	1.2	-1	0	-1.7	4	98	-3.9	-14	-0.9
COc1ccc(OC)c(NC(=O)Nc2ccc(Cl)cc2)c1	1	1	.	24	-3	1.4	8	104	3.3	7	-0.2
Cc1ccc(CSc2nnc(CNc3ccc(F)cc3)o2)cc1	-2	6	3.2	-64	-10	-0.6	-3	97	0.2	6	0.3
O=S(=O)(c1ccc(Cl)cc1)N1CCN(C(=S)Nc2ccc(F)c(Cl)c2)CC1	-14	-3	2.5	-10	35	1.4	3	102	4.0	-2	3.2
Cc1ccc(CN(C(=O)N2CCN(C)CC2)S(=O)(=O)c2ccc(C)cc2)cc1	0	9	-0.1	5	4	0.3	-7	101	2.3	127	0.0

Rows are unselected; 2.8% or so of the library scored in one or more.
